XBP1 UPR activ = activators of adaptive arm of unfolded protein response (XBP1); AID 463104; 330,000 compounds, 0.33% hits; CHO-XBP1 luciferase reporter, IRE1-XBP1 UPR activation, luminescence; percent of tunicamycin response, DMSO as zero; activation, % at 20 µM;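 active = versus positive control, 20 µM dose yields 30% or more activation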;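 also: 100% = tunicamycin at 10 µg/mL and 0% = DMSO only wells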
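Assay system: IRE1-XBP1 luciferase reporter CHO line. Input: 1000 cells/well. Buffer or medium: F12 with 10% serum. Doses: 20 µM, 1% DMSO. Times: overnight seeding at 37 °C, 6 h compound treatment at 37 °C. Technique: Steady-Glo luciferase glow luminescence, 10 min after reagent addition.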
Jurkat NFkB inh = inhibitors of the PMA/ionomycin-induced NF-kB reporter in Jurkat cells | AID 435003 | 330,000 compounds, 0.53% hits | inhibition, % at 4 µM | PMA/ionomycin-induced NF-kB luciferase reporter, luminescence; in the data active = inhibition above about 50%
Mdm2-MdmX inh = disrupts the human Mdm2-MdmX interaction | SaOS-2 split-luciferase Mdm2/MdmX complementation, luminescence | inhibition, % at 8 µM | 330,000 compounds, 3% hits | AID 485346;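 active = inhibition of at least 50% at 8 µM in the primary screen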
Target sequence (O15151 whole entry, looked up): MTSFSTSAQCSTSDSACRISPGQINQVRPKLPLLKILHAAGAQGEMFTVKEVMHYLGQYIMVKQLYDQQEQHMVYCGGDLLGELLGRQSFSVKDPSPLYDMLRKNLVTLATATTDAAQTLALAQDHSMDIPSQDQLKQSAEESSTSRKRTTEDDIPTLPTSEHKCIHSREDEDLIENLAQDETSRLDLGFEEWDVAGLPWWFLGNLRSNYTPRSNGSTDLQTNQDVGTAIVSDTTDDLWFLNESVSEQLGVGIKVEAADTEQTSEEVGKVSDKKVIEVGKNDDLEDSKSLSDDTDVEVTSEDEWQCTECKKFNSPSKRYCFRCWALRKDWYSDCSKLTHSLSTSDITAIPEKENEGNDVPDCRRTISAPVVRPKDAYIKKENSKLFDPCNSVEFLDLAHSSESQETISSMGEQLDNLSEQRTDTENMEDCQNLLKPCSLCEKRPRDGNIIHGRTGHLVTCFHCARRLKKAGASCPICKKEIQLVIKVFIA
Target sequence (Q00987 whole entry, looked up): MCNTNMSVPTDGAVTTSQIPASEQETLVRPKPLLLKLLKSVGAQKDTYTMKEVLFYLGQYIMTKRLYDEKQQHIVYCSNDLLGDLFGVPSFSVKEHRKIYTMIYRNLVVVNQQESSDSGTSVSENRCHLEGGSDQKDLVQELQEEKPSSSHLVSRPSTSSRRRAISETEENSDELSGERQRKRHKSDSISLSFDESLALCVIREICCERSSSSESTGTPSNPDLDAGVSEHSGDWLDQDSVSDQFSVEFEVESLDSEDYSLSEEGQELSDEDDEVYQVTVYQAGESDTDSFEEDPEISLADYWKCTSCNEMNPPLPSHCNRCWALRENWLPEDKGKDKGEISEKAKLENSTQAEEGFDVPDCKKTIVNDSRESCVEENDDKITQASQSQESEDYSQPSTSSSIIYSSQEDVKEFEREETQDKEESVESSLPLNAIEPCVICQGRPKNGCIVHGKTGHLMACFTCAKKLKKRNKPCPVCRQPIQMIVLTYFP
CCR6 antag = antagonists of human CCR6 receptor; AID 493098; inhibition, % at 20 µM; 340,000 compounds, 0.49% hits; CHO-K1 CCR6 PathHunter beta-arrestin, luminescence, CCL20-stimulated;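 active = compounds whose inhibition of the agonist-driven luminescence signal at 20 µM reaches about 50%, limit read from the data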;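 also: cells stimulated with CCL20 at 14 nM final; plate controls were DMSO with CCL20 for no effect and DMSO without agonist for full effect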
CHOP UPR activ = apoptotic UPR (CHOP) activation; AID 449763; 330,000 compounds, 0.34% hits; CHO-CHOP luciferase reporter, luminescence; percent of tunicamycin response over DMSO baseline; activation, % at 10 µM;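 active = at 10 µM dose, activation of 40% or more, normalized to positive control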;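 also: 100% = tunicamycin at 10 µg/mL and 0% = DMSO alone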
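Dosing – one dose, 10 µM in 0.5% DMSO · System – CHO-CHOP cells, stable luciferase reporter of PERK-eIF2a-CHOP signalling · Input – 500 cells/well · Control set – tunicamycin 10 µg/mL final as positive, DMSO-only wells as negative · Timing – 6 h compound treatment, 37 °C · Measure – % activation vs tunicamycin · Technique – luminescence read with Steady-Glo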
EBI2 antag = EBI2 (human) antagonism. 360,000 compounds, 0.81% hits. inhibition, % at 5 µM. EBI2 beta-arrestin recruitment, luminescence, 7a,25-OHC stimulated. AID 651636. P32249; in the data active = inhibition above about 38%;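 also: enzyme fragment complementation signal reports receptor beta-arrestin coupling in cells; 0% = agonist plus DMSO wells and 100% = wells without agonist; some results beyond the cut were filed as inactive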
697 NFkB inh = lowers PMA/ionomycin-induced NF-kB signal in 697 B cells; 697 B-cell NF-kB luciferase reporter, 16 h; 330,000 compounds, 0.33% hits; inhibition, % at 4 µM; in the data active = inhibition above about 35%
CXCR6 block = CXCR6 (human) receptor inhibition. 360,000 compounds, 0.36% hits. AID 602244. inhibition, % at 20 µM. O00574. CHO-K1 PathHunter CXCR6 beta-arrestin, luminescence; in the data active = inhibition above about 34%, passing the limit was not always enough;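 also: antagonist mode with CXCL16 agonist at 10 nM final; 0% = 10 nM CXCL16 with DMSO and 100% = unstimulated wells without agonist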
Gli-Sufu block = Gli-Sufu pathway antagonism; Sufu-KO-LIGHT fibroblasts, Gli luciferase reporter luminescence; inhibition, % at 5 µM; 340,000 compounds, 0.74% hits; AID 588413;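 active = inhibition above about 55%, limit read from the data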;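 also: 0% = DMSO-treated cells and 100% = wells with medium but no cells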
Numbers without * were called inactive; . = no result given.

Screens in order – XBP1 UPR activ, 697 NFkB inh, CXCR6 block, CHOP UPR activ, Mdm2-MdmX inh, EBI2 antag, Gli-Sufu block, Jurkat NFkB inh, CCR6 antag
Cc1csc(Nc2nc(N)c(C(=O)Nc3ccccc3)o2)n1
 : 1.4, -30.0, -9.6, 5.9, -15.5, 5.5, -47.7, -62.1, 1.9
Cc1cc(C)n(C(=O)COc2c(C)cccc2C)n1
 : -0.7, -8.9, -7.5, -2.0, -6.7, -1.0, 5.8, -2.0, -12.0
Cc1ccc(COc2ccc(S(=O)(=O)N3CCCC3)cc2C(N)=O)cc1
 : -1.7, -5.0, -0.1, -1.2, 8.7, -7.5, -8.1, -15.2, -4.0
O=C(c1ccco1)N1CCN(c2cc(=O)n(C3CCCCC3)c(=O)[nH]2)CC1
 : 0.6, -8.4, -10.8, -1.1, 10.6, -22.8, 9.3, -10.6, 8.1
CC(C)(C)c1cc(C(=O)NNC(=O)c2ccc(Cl)cc2)no1
 : -4.1, -29.5, 0.3, 0.8, -6.8, 3.4, 3.1, -1.4, 2.1
COc1ccc2c(c1)OC[C@H]1[C@@H]2N2C(=O)[C@@H](C)NC(=O)[C@@]2(C)[C@H]1c1ccccc1
 : -0.6, 10.3, 1.7, 1.1, 0.2, -12.0, -1.8, 10.6, 0.3
O=C(COC(=O)CC1CCCCC1)Nc1c(Cl)cccc1Cl
 : 4.2, -14.2, -3.9, -0.6, -31.9, 3.1, 12.1, -2.4, 11.9
CC(NS(=O)(=O)c1ccc2c(c1)c(=O)n(C)c(=O)n2C)C(=O)NC1CCCCC1 (stereo unspecified)
 : -1.6, -48.4, 2.5, 1.2, 14.9, -14.3, -11.7, -10.7, 3.9
COc1cccc(CNc2nc3ccc(NC(C)=O)cc3s2)c1
 : ., ., -1.3, ., ., 3.7, -4.1, ., 15.3
Cc1nn(CCOc2ccc(Br)cc2)c(C)c1[N+](=O)[O-]
 : -0.8, -8.6, 7.2, 2.4, 18.2, -1.0, -9.6, -13.5, 17.2
Cc1cccc(-c2nc3c(c(SCC(=O)N4CCOCC4)n2)Cc2c(CO)cnc(C)c2O3)c1
 : 0.1, 30.2, -4.6, 0.0, 28.0, -15.6, 13.3, -0.1, -10.6
Cc1csc(=O)n1CC(=O)OCC(=O)NNC(=O)c1ccc(Cl)cc1
 : 0.1, 6.2, -0.5, -0.3, -35.4, 7.0, 2.8, -3.2, 5.5
O=C(NCc1cccnc1)c1cccn2c(=O)c3sccc3nc12
 : 0.5, 37.9*, 7.2, -0.1, 11.2, -9.9, 1.4, -7.4, -15.5
COc1ccc(S(=O)(=O)N2CCN(C)CC2)cc1NC(=O)c1ccccc1C
 : 8.4, 4.4, -10.5, 0.5, 18.5, -5.2, -14.0, 5.5, 16.9
COc1ccc(NC(=O)c2cncc(Br)c2)cc1S(=O)(=O)N1CCCCC1
 : 0.7, 10.1, 3.2, -0.3, 3.1, 2.8, 0.6, 12.1, -3.9
CCN(C[C@H]1N[C@@](C)(C(=O)OC)[C@H]2C(=O)N(C)C(=O)[C@@H]12)C(=O)Nc1ccc(C)cc1
 : 0.0, -1.0, -6.9, 1.1, 0.7, -9.3, -12.5, -0.7, 10.2
Cc1ccc([N+](=O)[O-])cc1NC(=O)c1ccc(-c2ccccc2)cc1
 : -3.9, 21.2, 8.8, -1.6, 38.7, 14.9, 1.2, 11.4, 15.2
CCN(CC)S(=O)(=O)c1ccc(F)c(C(=O)NCCC(C)C)c1
 : -0.5, 2.4, 1.3, -0.3, -16.9, 10.7, 1.9, -2.8, 19.4
CCOC(=O)C1(CCCc2ccccc2)CCN(C(=O)CN2C(=O)CSC2=O)CC1
 : -3.0, 5.7, 4.2, 1.7, 9.6, 0.7, 0.1, -10.8, 7.7
Cc1c(C(=O)Nc2cccc(-c3nnc4n3CCCCC4)c2)oc2ccccc12
 : 0.2, -7.4, 4.1, -0.1, 34.6, -8.8, -10.1, 7.1, -5.3
COc1ccc2c(c1)C(=C(C#N)C#N)C(=O)N2CCc1ccccc1
 : -0.4, -4.9, 11.7, 0.8, 8.1, 0.3, 7.6, 3.9, 35.0
O=C(O)CCCCCCCCCCP(=O)(c1ccccc1)c1ccccc1
 : -2.7, -16.9, -1.7, -1.8, -32.3, -2.6, 5.1, -12.6, 4.6
Cn1c(N)c(C(=O)CSc2nnc(Cc3cccs3)n2C2CC2)c(=O)n(C)c1=O
 : -4.2, 6.8, -1.6, 0.9, 11.7, 1.8, -4.0, 3.1, 6.0
COC(=O)NCC(c1ccco1)N1CCN(c2ccc(F)cc2)CC1 (stereo unspecified)
 : -0.7, 7.0, 9.1, 1.3, -0.6, -5.2, 51.8, 3.2, -9.6
CCCN(C(=O)C1CC(=O)N(c2ccccc2C(C)CC)C1)C1CCS(=O)(=O)C1 (stereo unspecified)
 : -2.1, 13.1, 1.6, 1.2, -17.9, -4.5, -4.0, 7.8, -8.1
CCC(C)(C)NC(=O)c1cc(S(=O)(=O)N2CCCCC2)ccc1N1CCOCC1
 : -2.4, 1.6, -4.4, -0.8, -2.1, 2.7, 7.5, -0.9, 7.5
O=C(CCc1ccccc1)NNC(=O)c1ccc(Br)cc1
 : -0.3, 15.2, 6.6, 0.0, 18.3, 6.7, 0.7, 10.8, 13.4
COC(=O)c1cc(C#N)c(Oc2ccccc2OC)nc1C
 : -4.4, -8.7, 4.9, 0.2, 7.8, 0.1, -9.8, 7.9, 20.7
CCc1nc2ccc(C(=O)NCCCN3CCN(c4ccc(F)cc4)CC3)cc2nc1CC
 : -4.2, -12.2, 5.5, 0.9, -1.0, 3.0, 11.7, 9.7, 16.8
CCc1nnc(NC(=O)CSc2ccc(-c3ccco3)nn2)s1
 : -2.9, 6.6, -5.9, 0.2, 0.4, -3.3, 0.6, -5.7, -1.1

In another format: results already given.
mol	XBP1 UPR activ	697 NFkB inh	CXCR6 block	CHOP UPR activ	Mdm2-MdmX inh	EBI2 antag	Gli-Sufu block	Jurkat NFkB inh	CCR6 antag
COc1cccc(CNc2nc3ccc(NC(C)=O)cc3s2)c1	.	.	-1.3	.	.	3.7	-4.1	.	15.3
Cc1nn(CCOc2ccc(Br)cc2)c(C)c1[N+](=O)[O-]	-0.8	-8.6	7.2	2.4	18.2	-1.0	-9.6	-13.5	17.2
Cc1cccc(-c2nc3c(c(SCC(=O)N4CCOCC4)n2)Cc2c(CO)cnc(C)c2O3)c1	0.1	30.2	-4.6	0.0	28.0	-15.6	13.3	-0.1	-10.6

Carrying on.
Screens in order – XBP1 UPR activ, 697 NFkB inh, CXCR6 block, CHOP UPR activ, Mdm2-MdmX inh, EBI2 antag, Gli-Sufu block, Jurkat NFkB inh, CCR6 antag
O=c1cc(NS(=O)(=O)c2ccccc2)nc(SCc2ccccc2Cl)[nH]1
 : -3.3, -5.8, -1.5, -2.4, 15.4, 3.4, -4.1, -0.2, 6.1
O=C(O)c1cccc(-n2c(/C=C/c3ccc([N+](=O)[O-])cc3)nc3ccccc3c2=O)c1
 : -3.1, -4.3, 0.7, 3.6, 4.2, -0.7, 1.8, -9.1, 6.1
COc1ccc(C2=NN(C(=O)CSc3nnnn3C)C(c3ccco3)C2)cc1 (stereo unspecified)
 : 0.3, 2.5, 1.0, -0.4, -18.0, -11.3, 5.6, -0.9, 11.6
O=C(COc1ccccc1)Nc1nc(-c2cccs2)cs1
 : 1.5, -27.4, -9.6, 1.0, -7.2, 8.5, 1.5, 10.3, -13.7
COc1cc(/C=N/Nc2cccc(C)c2)ccc1OC(=O)c1cccs1
 : ., ., -5.6, ., ., -6.8, -6.8, ., 13.7
O=C1CCCC/C1=C/Nc1ccc2c(c1)OCO2
 : -1.9, -16.6, -2.7, 2.8, -0.5, -10.5, -18.6, -0.3, -3.2
Cc1cccc(C(=O)NCC(=O)NC2CCC(C)CC2)c1 (stereo unspecified)
 : 0.9, -3.9, 11.9, 3.8, 9.3, -2.0, -15.2, 5.5, 10.9
CN1C(=O)c2cccc3c(S(=O)(=O)N4CCCC4C(=O)O)ccc1c23 (stereo unspecified)
 : -3.9, 18.6, -3.5, 1.4, 16.0, -0.1, 18.6, 1.9, 9.7
Cc1c(NS(=O)(=O)c2cccc(C(=O)Nc3ccc(SC(F)F)cc3)c2)c(=O)n(-c2ccccc2)n1C
 : ., ., -6.7, ., ., 8.3, -1.1, ., -9.3
Cc1onc(-c2ccccc2Cl)c1C(=O)N1CCN(C/C=C/c2ccccc2)CC1
 : -0.6, -23.1, -0.9, 0.4, -1.3, 30.4, -2.3, -7.4, -23.4
CCCN1CN(CCc2ccccc2)CNC1=S
 : -0.8, -21.4, 7.8, 0.6, -6.0, 0.3, -2.6, -14.0, 14.5
CCNC(=S)NNC(=O)CSc1nc2ccccc2[nH]1
 : -1.4, -9.6, 7.3, 1.5, 6.9, 3.7, 7.2, -5.6, 7.5
Cc1cc(C)n2nc(SCc3ccc(C#N)cc3)nc2n1
 : -4.2, -9.2, -1.1, 0.2, -4.1, -3.5, -6.5, -0.1, 13.9
CCN(Cc1ccccc1)c1ccc(/C=N/NC(=O)c2cccc(S(=O)(=O)N3CCOCC3)c2)cc1
 : 0.7, -55.5, -4.0, 2.4, 16.1, 14.2, 6.0, 27.8, 20.1
NC(=O)C1C2C=CC(C2)C1c1ccccc1 (stereo unspecified)
 : ., ., 3.7, ., ., -6.0, 4.9, ., 5.0
O=C(Nc1ccccc1F)c1cccc(C(=O)Nc2ccccc2F)c1
 : -3.6, -50.6, -3.1, 5.3, -27.8, -14.9, -67.9, 8.2, 4.2
Cc1ccc(NC(=O)CNC(C)c2ccccc2)cc1 (stereo unspecified)
 : 3.0, -31.8, 5.2, 2.6, -8.5, -5.2, -8.3, -20.2, 12.3
CC(=O)N(CN1C(=O)c2ccccc2C1=O)c1ccc2c(c1)oc1ccccc12
 : 0.4, -4.9, 4.9, 2.0, 12.8, 9.5, 0.9, 17.3, -3.7
COc1cccc(NC(=O)CSc2nc(C)cs2)c1
 : 1.1, -0.2, -4.4, 2.4, 10.8, -0.9, -1.9, -12.0, 3.0
NC(=O)c1ccc(NC(=O)CCc2nc3sc4c(c3c(=O)[nH]2)CCCC4)cc1
 : 0.8, 19.3, 4.5, 1.8, -13.1, -1.4, -10.2, 9.1, -0.6
CC(=O)c1ccc(S(=O)(=O)N2CCN(C(=O)CSC(=S)N3CCCC3)CC2)cc1
 : -1.1, 1.9, -5.2, 0.5, 18.5, -2.9, 3.3, -1.3, 2.1
CCOC(=O)N1CCN(S(=O)(=O)c2c(C(=O)N3CCCCC3)c(C)n(C)c2C)CC1
 : -1.9, 10.3, -5.2, 0.8, 11.5, 0.4, -6.8, -15.9, 11.1

Random draw from the library; 5% or so of the library scored in one or more.
